bIAP inh: bovine intestinal alkaline phosphatase inhibitors, primary screen, selectivity assay for TNAP inhibitor project, biochemical, bovine IAP, CDP-star luminescence; 190,000 tested, under 10 active; inhibition, % at 20 µM; purified bovine IAP, 30 min;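 active = over 50% inhibition of intestinal alkaline phosphatase at 20 µM in the single-dose screen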
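System: Purified bovine intestinal alkaline phosphatase (IAP) enzyme | Input: IAP diluted 1/65,000,000 in the well | Also added: CDP-star chemiluminescent phosphatase substrate, 30 µM final | Dosing: 20 µM single dose | Times: Enzyme reaction for 30 min at room temperature | Detection: Luminescence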
PPARg SRC-3 ag: PPARgamma agonists recruiting SRC-3 coactivator, primary screen, biochemical. Peroxisome proliferator-activated receptor gamma (Homo sapiens), P37231. biochemical PPARgamma/SRC-3 coactivator recruitment assay. activation, % at 8 µM. 200,000 tested, 0.26% active. AID 731, 2007; in the data active = activation above about 23%;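 note: 0% = DMSO and 100% = reference agonist; some compounds past the cut are filed as inactive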
STAT3 act: IL-6 driven STAT3 reporter potentiators, primary screen, U3A cells, luciferase, luminescence, MLSCN library; AID 871, 2007; 190,000 tested, 0.91% active; activation (% of control), % at 5.6 µM; IL-6 STAT3-luciferase reporter; 100% = signal with IL-6 EC80 alone;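 active = activation above the screen-wide mean of compound activation plus 3 SD, cut at about 130% in these data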;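 note: 0% = background luminescence of wells with medium and substrate only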
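Material: STAT3-luciferase reporter U3A cells. Controls: IL-6-treated wells, 100% activation. Read-out: % activation versus median of IL-6-stimulated wells. Probe or stimulus: IL-6 stimulus at 33 ng/mL final. Timing: compound 1 h, then IL-6 6 h at 37 °C. Signal: reporter luminescence signal.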
STAT1 blocker: STAT1 signaling inhibitors, primary screen, cell-based, HTS, luciferase reporter | 200,000 tested, 0.35% active | inhibition, % at 5.5 µM | NIH 3T3 STAT1-luciferase reporter, IFN-gamma, luminescence;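 active = inhibition above a set limit, the mean inhibition across all tested compounds plus 3 SD, cut at about 34% in these data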;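 note: 0% = IFN-gamma with DMSO and 100% = IFN-gamma with 300 µM nifuroxazide; values of inactives mirror those of a sister screen read the other way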
PPARg SRC-2 ag: agonists of PPARg-SRC-2 recruitment, primary screen, biochemical, HTS; Peroxisome proliferator-activated receptor gamma (Homo sapiens), P37231; PPARgamma LBD-SRC-2 recruitment; activation, % at 8 µM; 200,000 tested, 0.34% active; AID 1032, 2008; in the data active = activation above about 22%;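 note: 0% = vehicle and 100% = reference agonist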
bIAP act: bovine intestinal alkaline phosphatase activators, primary screen, biochemical, bovine IAP, CDP-star luminescence | alkaline phosphatase, intestinal [Bos taurus] | purified bovine IAP, 30 min; active compounds read high; fold of DMSO-control signal, blank-subtracted | activation factor at 20 µM | 200,000 tested, 0.17% active | AID 1016, 2008;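 active = activation factor of 2 or more at 20 µM, a signal rise over negative controls twice the positive control's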
ROMK mod: ROMK potassium channel modulators, primary screen, cell-based, thallium flux, MLSMR library; ATP-sensitive inward rectifier potassium channel 1 (Homo sapiens), P48048; Tet-inducible ROMK, thallium flux fluorescence; actives lie on both sides; B-score at 10 µM; 130,000 tested, 2% active; AID 1918, 2009;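 active = signal ratio slope over the read window, or its plate-corrected B-score, at least 3 SD from the plate mean, either direction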;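 note: B-score of the F/F0 ratio slope over 7 to 12 s after thallium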
Target sequence (P48048 whole entry, looked up): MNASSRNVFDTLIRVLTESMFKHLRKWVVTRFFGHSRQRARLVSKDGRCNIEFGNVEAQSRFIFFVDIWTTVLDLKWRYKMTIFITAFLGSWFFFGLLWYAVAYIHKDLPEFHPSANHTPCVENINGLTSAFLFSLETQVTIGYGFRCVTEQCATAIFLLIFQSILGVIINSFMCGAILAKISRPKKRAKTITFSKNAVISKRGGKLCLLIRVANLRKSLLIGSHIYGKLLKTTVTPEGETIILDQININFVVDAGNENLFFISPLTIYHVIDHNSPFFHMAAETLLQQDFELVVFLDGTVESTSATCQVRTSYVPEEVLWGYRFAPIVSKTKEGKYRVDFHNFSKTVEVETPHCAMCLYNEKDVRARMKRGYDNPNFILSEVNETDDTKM
TNAP act hi DEA: TNAP activators at high phosphate acceptor level, primary screen, biochemical, luminescence, uHTS; AID 1136, 2008; 200,000 tested, under 10 active; activation factor at 20 µM; purified TNAP, CDP-star luminescence, 1 M DEA, 30 min; active compounds read high; 0 = EDTA background, 1 = DMSO-only activity; Alkaline phosphatase, tissue-nonspecific isozyme (Homo sapiens), P05186;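 active = activation factor at least 2 at 20 µM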
Target sequence (P05186 whole entry, looked up): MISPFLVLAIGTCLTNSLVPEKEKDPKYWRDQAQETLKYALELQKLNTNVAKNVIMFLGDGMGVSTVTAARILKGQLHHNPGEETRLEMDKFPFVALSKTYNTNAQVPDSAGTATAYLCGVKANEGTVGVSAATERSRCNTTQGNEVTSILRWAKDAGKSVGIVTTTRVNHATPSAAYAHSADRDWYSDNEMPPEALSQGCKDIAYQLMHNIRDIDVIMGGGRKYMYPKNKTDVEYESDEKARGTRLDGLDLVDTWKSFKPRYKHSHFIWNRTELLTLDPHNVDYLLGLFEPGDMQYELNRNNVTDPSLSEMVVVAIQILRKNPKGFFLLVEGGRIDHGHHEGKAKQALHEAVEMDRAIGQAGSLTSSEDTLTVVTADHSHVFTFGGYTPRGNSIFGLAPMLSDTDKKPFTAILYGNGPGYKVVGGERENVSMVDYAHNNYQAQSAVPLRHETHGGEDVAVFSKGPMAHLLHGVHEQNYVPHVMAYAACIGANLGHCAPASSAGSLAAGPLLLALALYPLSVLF
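Control set: EDTA negative control, DMSO positive control / Assay system: human TNAP / Quantity: TNAP 1/800 final / Evaluation: TNAP activation factor scaled between EDTA and DMSO control wells / Measured by: luminescent substrate turnover signal / Compound dosing: one dose, 20 µM / Times: 30 min enzyme reaction at room temperature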
SRC2 TRFRET art: TR-FRET signal artefacts, primary screen, artefact control for PPARgamma SRC-2 agonist project, biochemical. TR-FRET ratio at 8 µM. 200,000 tested, 0.4% active. AID 1049, 2008. TR-FRET artefact counter-screen; active compounds read high; in the data active = TR-FRET ratio above about 2000; note: inactives centre near 1500
STAT3 inh: IL-6 driven STAT3 reporter inhibitors, primary screen, U3A cells, luciferase, luminescence, MLSCN library | IL-6 STAT3-luciferase reporter; host cell line lacks STAT1 | inhibition, % at 5.5 µM | 190,000 tested, 0.89% active;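 active = inhibition above the mean inhibition across all screened compounds plus 3 SD, cut at about 44% in these data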;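 note: 0% = DMSO only wells and 100% = 100 µM nifuroxazide control wells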
PPARg SRC-1 ag: PPARgamma agonists recruiting SRC-1 coactivator, primary screen, biochemical. PPARgamma-SRC-1 coactivator recruitment biochemical assay. activation, % at 8 µM. 200,000 tested, 0.41% active; in the data active = activation above about 19%;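 note: 0% = DMSO and 100% = reference agonist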
An asterisk follows results filed as active; / = not tested or not shown.

No.	structure	bIAP inh	PPARg SRC-3 ag	STAT3 act	STAT1 blocker	PPARg SRC-2 ag	bIAP act	ROMK mod	TNAP act hi DEA	SRC2 TRFRET art	STAT3 inh	PPARg SRC-1 ag
1	Cc1ncoc1C(=O)N1CCCC(CCC(=O)NCc2ccccc2F)C1 (centres undefined)	6	1	109	-5	-2	0.9	0.78	1.1	1556	2	0
2	O=[N+]([O-])c1ccc(Oc2ccc(F)cc2Br)c2ccncc12	0	-12	108	14	-3	1	/	1	1458	-5	0
3	CC(C)OC(=O)CSc1nc2cccnc2n1-c1ccc(F)cc1	4	-4	105	8	10	1	/	1	1787	-2	11
4	COc1cc(NC(=O)COC(=O)/C=C/c2c(C)nn(-c3ccc(F)cc3)c2Cl)cc(OC)c1	15	-2	105	-5	-5	0.8	0.59	1	1578	-9	0
5	C=CCn1cccc(C(=O)Nc2ccc(OC)c(OC)c2)c1=O	-7	4	92	-12	-3	1.1	0.73	1	1626	17	-3
6	COC(=O)c1ccccc1NC(=O)CSc1ccccn1	11	8	104	1	7	0.9	/	1.1	1470	1	1
7	N#CCC(=O)N/N=C1\CCCCC1C1CCCCC1 (centres undefined)	19	1	93	-4	3	0.8	/	1	1470	13	0
8	COc1ccc(C(CC(=O)NCc2ccco2)c2ccc(F)cc2)cc1 (centres undefined)	20	8	89	11	3	0.8	/	1.1	1646	17	-2
9	CCNc1ccc(S(=O)(=O)N(C)C)cc1NCC(=O)Nc1ccccc1F	9	2	96	9	0	0.9	-0.78	1	1625	3	3
10	O=C1CC(N2CCC(C(=O)N3CCCCC3)CC2)C(=O)N1 (centres undefined)	11	2	102	0	8	0.9	-0.35	1	1570	2	1
11	O=C(c1cccc(F)c1)N(Cc1nc2ccccc2c(=O)[nH]1)C1CCCC1	-18	0	98	-7	-6	1.2	0.18	1	1478	6	-4
12	Cc1ccc(CN2CCC(CO)(CC3CCCCO3)CC2)o1 (centres undefined)	0	-4	97	5	-6	1	2.4	1.1	1439	5	-2
13	COc1ccc(-c2nc(CS(=O)(=O)CC(=O)Nc3ccc(Cl)cc3)c(C)o2)cc1	-6	-5	101	-9	2	1.1	/	1	1606	-2	-3
14	O=C(Nc1cccc(F)c1)c1ccc(CSc2ccccc2)o1	-4	3	107	2	4	1	-2.2	1	1480	-12	6
15	Cc1ccc(CSc2nnc(C)c(=O)[nH]2)cc1	4	-4	100	-1	-3	1	-0.047	1	1554	7	2
16	CCSc1nnc(NC(=O)C2CC=CCC2C(=O)O)s1 (centres undefined)	11	5	98	6	-1	0.9	-1	1.1	1404	4	6
17	NC(=O)Cn1c(S(=O)(=O)Cc2ccccc2)nc2ccccc21	/	1	102	0	7	/	0.26	/	1498	0	-2
18	O=C(c1cccc(S(=O)(=O)NCCOc2ccccc2)c1)N1CCN(c2ncccn2)CC1	9	1	94	6	-5	0.9	-2.4	1	1560	10	2
19	Cc1oc(-c2ccccc2)nc1C(=O)OCC(=O)NC(=O)NCC(C)C	10	2	99	0	14	0.9	/	1.1	1624	5	8
20	CC(=O)Nc1c(C(=O)N2CCN(c3ccccn3)CC2)cnn1-c1ccc(C)cc1	-9	2	100	-2	3	1.1	0.059	1	1477	2	6
21	COc1cccc(/C=N\NC(=O)c2sc(N)nc2C)c1OC	8	-4	91	0	8	0.9	1.3	1	1589	12	-5
22	CCC(C)(c1nnnn1-c1c(C)cccc1C)N(N=O)c1ccccc1Cl (centres undefined)	3	4	103	6	0	1	/	1	1461	-8	3
23	COc1ccc(NC(=O)CN(c2ccc(C)cc2)S(C)(=O)=O)c(OC)c1	1	7	105	-8	-3	1	/	1	1485	-1	-1
24	O=C(CSc1nnc(-c2c[nH]c3ccccc23)o1)c1ccccc1	5	-3	106	-24	-6	0.9	/	1	1563	-7	-8
25	O=C(O)c1cnc(-c2ccccc2)nc1Oc1ccccc1	2	2	100	4	5	1	0.14	1.1	1643	2	10
26	CCOCCCNCc1ccc(OC)cc1	12	-13	98	2	-11	0.9	0.39	1	1422	2	-6
27	COc1cccc(/C=C/C(=O)Nc2ccc3nc4n(c(=O)c3c2)CCCC4)c1OC	7	6	92	25	3	0.9	0.41	1	1621	14	6
28	Cc1nnc(N/N=C/c2ccc(O)c([N+](=O)[O-])c2)[nH]c1=O	8	7	86	9	6	0.9	0.2	0.9	1484	19	-8
29	CCOC(=O)c1sc(NC(=O)CSc2nc(-c3ccco3)cc(C(F)(F)F)n2)c(C#N)c1C	4	-8	103	1	-6	1	/	1	1362	0	-7
30	FC(F)(F)c1nnc(-c2ccccc2)nc1Sc1ccccc1	5	-1	118	7	-3	1	/	1	1534	-16	-6
31	COc1ccc(CNc2nc3nc(-c4ccccc4)cc(=O)n3[nH]2)cc1OC	0	0	107	2	7	1	0.2	1.1	1473	-4	4
32	CCOC(=O)CN=C/C(C(=O)Nc1nccs1)=C(/C)O	-17	7	90	9	7	1.2	0.25	1	1625	16	-2
33	CCS(=O)(=O)Nc1ccc2c(c1)N(C(C)=O)c1ccccc1CC2	4	10	99	-3	4	1	/	1.1	1576	9	3
34	O=C(O)c1ccc(Cl)c(S(=O)(=O)Nc2cccc(C(=O)Nc3cccc(C(F)(F)F)c3)c2)c1	-11	-2	99	-1	-1	1.1	0.78	1.1	1511	1	1
35	CNCc1c(OCc2ccccc2F)ccc2ccccc12	6	6	90	14	12	0.9	-0.1	1	1591	18	6
36	COc1ccccc1-n1c(SCC(=O)N2CCCC2)nc2cccnc21	0	-3	97	4	-2	1	-0.36	1.1	1362	10	-3
37	Cc1c(Cc2ccccc2)sc(NC(=O)Cc2ccccc2)c1C(N)=O	/	6	96	9	-4	/	/	/	1556	10	2
38	CCOc1cc(CNc2ccc3c(c2)CCC3)ccc1OC	4	12	84	10	6	1	-1.2	1	1571	24	6
39	COc1ccccc1OCCSc1nnc(C)n1-c1ccccc1	-1	10	94	-2	6	1	0.72	1.1	1664	6	3
40	CCOC(=O)N1CCN(C(=O)c2cnn3c(C)c(Cc4ccc(C)cc4)c(C)nc23)CC1	-7	3	83	14	3	1.1	/	1	1705	26	4

2 compounds drawn at random from those above:
No.	structure	bIAP inh	PPARg SRC-3 ag	STAT3 act	STAT1 blocker	PPARg SRC-2 ag	bIAP act	ROMK mod	TNAP act hi DEA	SRC2 TRFRET art	STAT3 inh	PPARg SRC-1 ag
39	COc1ccccc1OCCSc1nnc(C)n1-c1ccccc1	-1	10	94	-2	6	1	0.72	1.1	1664	6	3
24	O=C(CSc1nnc(-c2c[nH]c3ccccc23)o1)c1ccccc1	5	-3	106	-24	-6	0.9	/	1	1563	-7	-8

Going on with the list.
No.	structure	bIAP inh	PPARg SRC-3 ag	STAT3 act	STAT1 blocker	PPARg SRC-2 ag	bIAP act	ROMK mod	TNAP act hi DEA	SRC2 TRFRET art	STAT3 inh	PPARg SRC-1 ag
41	COc1ccc(N=Cc2c(O)ccc3ccccc23)cc1	6	5	92	1	-8	0.9	-2.8	1	1381	14	2
42	CC(=O)Nc1cnc2ccccc2n1	3	3	108	-5	-2	1	0	1.1	1439	-5	-8
43	CC1=C(C(=O)NCc2ccccc2)C(c2cccnc2)n2ncnc2N1 (centres undefined)	9	-10	94	-1	-7	0.9	0.8	1	1449	12	11
44	Cc1[nH]oc(=O)c1N=Nc1c(Cl)cccc1Cl	-10	-4	104	-5	-3	1.1	-0.68	1	1491	-1	-10
45	CCOC(=O)c1c(N)nn(C(=O)C(C)C)c1-c1ccc(OC)cc1	11	-9	97	-1	-5	0.9	1.6	1	1376	10	-4
46	Clc1ccc(-n2cccc2/C=N/n2cnnc2)cc1	2	4	103	3	9	1	0.39	1.1	1392	2	2
47	CC(=O)c1c(N2CCOCC2)nc(=S)n(Cc2ccccc2)c1C	-6	7	107	5	8	1.1	-0.29	1.1	1603	-5	7
48	Cc1cc(C)n(C(=O)C(C)n2nc([N+](=O)[O-])c(Br)c2C)n1 (centres undefined)	1	-2	99	1	5	1	/	1	1630	-4	8
49	CCN1C(=O)C(CC(=O)Nc2ccc(F)cc2)N(CCc2ccc(OC)cc2)C1=S (centres undefined)	-11	3	105	4	10	1.1	-1	1	1516	-3	0
50	O=C1CC(NCc2ccc(F)cc2)C(=O)N1c1ccccc1 (centres undefined)	-8	3	99	-2	2	1.1	0.9	1	1579	9	5
51	CSc1ccc(CNc2ccc(C)cc2)cc1	20	2	96	-19	10	0.8	/	1	1682	10	4

Screening data deposited in PubChem by several laboratories.
